Screening data (PubChem BioAssay)
Giardia FBPA inh – qHTS Assay for Inhibitors of Fructose-1,6-bisphosphate Aldolase from Giardia Lamblia | A8B2U2 | purified Giardia FBPA | Potency, µM (titrated, usually from 59.6 µM), without a hit: at the top dose activity, negative = inhibition, hits mostly inhibitors | actives 0.71% (n = 290,000); further: potency means the concentration at half of the fitted maximal effect; nearly all actives have a fitted effect of over 55% in size
Target sequence (A8B2U2 whole entry, looked up): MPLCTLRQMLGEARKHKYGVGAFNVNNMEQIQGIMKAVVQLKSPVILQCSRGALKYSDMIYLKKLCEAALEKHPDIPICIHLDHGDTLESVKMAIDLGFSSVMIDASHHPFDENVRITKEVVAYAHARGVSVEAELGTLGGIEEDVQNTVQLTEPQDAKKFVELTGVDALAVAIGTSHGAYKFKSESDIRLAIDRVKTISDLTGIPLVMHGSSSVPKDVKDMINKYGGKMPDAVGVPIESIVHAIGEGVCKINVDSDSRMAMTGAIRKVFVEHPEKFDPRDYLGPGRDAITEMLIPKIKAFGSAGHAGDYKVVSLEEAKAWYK
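40 nM FBPA preincubated 10 min at RT with compound (up to 57.5 uM final), then substrate plus GAPDH/TPI/NAD/arsenate coupling and diaphorase/resazurin added. Fluorescence read after 20 min at RT, 525/598 nm.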
AmpC inh detg – qHTS Inhibitors of AmpC Beta-Lactamase (assay with detergent) | P00811 | AmpC hydrolysis of nitrocefin, absorbance 480 nm, 0.01% Triton | Potency, µM (top dose mostly 114 µM), inactives show top-dose activity change, negative = inhibition, actives largely listed as inhibitors | actives 0.041% (n = 370,000) | AID 485294, 2010;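 further: potency means the concentration at half of the fitted maximal effect; 0% = no-compound wells and -100% = no-enzyme wells; nearly all actives have a fitted effect of over 25% in size; some results filed as inactive show a strong effect at the top dose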
Target sequence (P00811 whole entry, looked up): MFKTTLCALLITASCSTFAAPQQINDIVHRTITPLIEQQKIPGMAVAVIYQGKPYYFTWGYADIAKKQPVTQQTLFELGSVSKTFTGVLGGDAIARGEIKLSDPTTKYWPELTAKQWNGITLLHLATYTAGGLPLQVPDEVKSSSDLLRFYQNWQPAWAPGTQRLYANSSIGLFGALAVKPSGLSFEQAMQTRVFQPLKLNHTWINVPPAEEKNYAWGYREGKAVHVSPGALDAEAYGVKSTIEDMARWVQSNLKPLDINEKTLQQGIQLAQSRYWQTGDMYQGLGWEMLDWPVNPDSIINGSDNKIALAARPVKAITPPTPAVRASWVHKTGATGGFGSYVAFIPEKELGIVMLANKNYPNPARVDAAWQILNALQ
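AmpC (5.3 nM in the dispensed reagent) in 20 mM phosphate pH 7.0 with 0.01% (detergent screen) or 0.0001% Triton X-100 was preincubated with compounds for 15 min at room temperature. Nitrocefin was then added from an 800 uM solution, and hydrolysis was followed at 480 nm.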
HCV inh – qHTS Assay for Inhibitors of Hepatitis C Virus (HCV); Potency, µM (series often up to 41.8 µM), without a hit: at the highest dose activity change, negative = inhibition, usual class: inhibitors; AID 651820, 2012; actives 3.4% (n = 340,000); Huh7.5.1 HCVcc-Cre infection, luciferase reporter, 44 h; further: potency means the concentration at half of the fitted maximal effect
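Compounds are dispensed onto cells plated 4 h earlier at 1,000 per well, with HCVcc-Cre virus (about 0.5 moi) added next. Following 44 h of culture, luminescent signal is measured for 15 sec after 15 min with substrate at room temperature.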
Sm TGR inh – qHTS Assay for the Inhibitors of Schistosoma Mansoni Peroxiredoxins; Schistosoma mansoni thioredoxin glutathione reductase (TGR), Q962Y6; actives 3% (n = 360,000); purified TGR, DTNB reduction, TNB absorbance 405 nm; Potency, µM (doses to about 114 µM), for the others: at the top dose activity change, negative = inhibition, usual class: inhibitors; AID 485364, 2010; further: potency means the concentration at half of the fitted maximal effect; nearly all actives have a fitted effect of over 60% in size
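TGR 20 nM + NADPH 100 uM (dispensed conc.), cpd preinc 15 min RT; start with NADPH (500 uM addition) then DTNB (15 mM addition). Kinetic TNB absorbance, 405 nm filter. Four-parameter Hill fit across titration.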
AMA1 RON2 block – qHTS for Inhibitors of AMA1-RON; Towards Development of Antimalarial Drug Lead: Primary Screen. AID 720542, 2013. actives 0.2% (n = 360,000). AlphaScreen AMA1-biotinylated RON2 peptide binding. Potency, µM (doses to about 58.2 µM), inactives show top-dose activity change, negative = inhibition, hits mostly inhibitors;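 further: potency means the concentration at half of the fitted maximal effect; 0% = vehicle wells and -100% = peptide control; nearly all actives have a fitted effect of over 45% in size; some results filed as inactive show a strong effect at the top dose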
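AMA1 (3D7) with his tag at 25 nM final met compounds first, then biotinylated RON2 peptide at 25 nM; detection used donor plus acceptor beads, 10 µg/mL apiece, read by AlphaScreen after 30 min at room temperature.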
HCMV inh – qHTS Assay for inhibitors of the human cytomegalovirus (HCMV); HFF cells, HCMV-luciferase reporter, 72 h; active compounds read low; activity change, negative = inhibition, % at 57.5 µM; actives 4.5% (n = 410,000); in the data active means activity change below about -60%; inconclusive means no clear call, values can overlap the other calls; inactive means above about -39%
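Human foreskin fibroblasts infected with luciferase-reporter HCMV at MOI 1 PFU/cell, compounds at two doses. Luciferase measured 72 h post infection; normalized to buffer-only basal and Salinomycin (10uM) controls.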
* hit, by the source's call; ? = inconclusive; . = not tested or not shown; [ ] = dose if it differs, or a comment. Unless noted, the call rests on the fitted dose curve; in most records, active means well fitted curve in the direction sought with a large enough effect; inconclusive means small, poorly fitted or top-dose-only effect, or another doubt; inactive means no such curve, though single readings can be large; an effect the other way counts as inactive or inconclusive. Unless noted, on the % scale 0 is the no-effect control and ±100 the full control effect.

SMILES	Giardia FBPA inh	AmpC inh detg	HCV inh	Sm TGR inh	AMA1 RON2 block	HCMV inh
CN(C)CCn1c2ccccc2c2nc3ccc([N+](=O)[O-])cc3cc21	-16%	1%	-58%	0%	-19%	-108*
O=C(Nc1cc(Cl)ccc1Cl)N1CCCC1	2%	-1%	-5%	8%	5%	-26
Cc1ccc(NC(=O)c2cnn(-c3ccccc3)c2NC(=O)c2ccco2)cc1	-2%	-9%	3%	-13%	-6%	4
CCc1ccccc1N(CC(=O)N1CCCC1)S(C)(=O)=O	11%	8%	17%	-3%	-2%	6
CCOC(=O)N1CCN(C(=O)COc2cccc3c2CCN(Cc2ccccc2C)C3=O)CC1	1%	0%	?	-3%	-17%	-40
CC(=O)Nc1cccc(C(=O)OCC(=O)NCc2ccc(F)cc2)c1	2%	?	-16%	-4%	-4%	10
CCOC(=O)c1[nH]c2ccc(OC)cc2c1NC(=O)CN1CCN(c2ccccn2)CC1	-1%	?	2%	-22%	.	.
COc1ccc(C(=O)NNC(=O)CCc2ccccc2OC)cc1	-4%	-6%	-3%	-6%	25%	-12
CSCCC(NC(=O)/C(=C\c1ccco1)NC(=O)c1ccco1)C(=O)O (stereo not given)	-19%	1%	12%	?	43%[activator]	2
O=C(C1CCCO1)N1CCN(S(=O)(=O)c2ccc(Cl)cc2)CC1 (stereo not given)	.	7%	26%	0%	-1%	4
Cc1ccc(CNC(=O)c2cc(S(=O)(=O)N3CCCCCC3)cn2C)cc1	.	12%	.	-4%	.	-8
CC(C)N(Cc1ccccc1)C(=O)COC(=O)c1ccc2ncsc2c1	.	?	?	-16%	-2%	-10
O=C(/C=C/c1ccccc1)NC(=S)NNC(=O)Cc1cccs1	?	?	-24%	-10%	?	-7
COCCNc1oc(Cc2cccc3ccccc23)nc1C#N	-13%	6%	-10%	?	-9%	7
Cc1ccc(-n2c(=O)c3sc4ccccc4c3n(C)c2=O)cc1F	.	0%	.	1%	.	-15
CCOc1cc(-c2nc3cc(C)ccn3c2NCC2CCCO2)ccc1O (stereo not given)	-23%	-1%	?	0%	21%	0
Cc1ccc(-n2nnnc2SC(C)C(=O)NCC(=O)Nc2ccc(F)c(F)c2F)c(C)c1 (stereo not given)	0%	-5%	?	2%	-1%	-27
CN1c2ccc([N+](=O)[O-])cc2N(C)C1(C)c1ccccc1 (stereo not given)	-11%	1%	?	-9%	13µM*	11
COc1cccc2[nH]c(C(=O)NC(C)c3ccccc3)cc12 (stereo not given)	-3%	-8%	-17%	-20%	-2%	?
Cc1ccc(S(=O)(=O)N2CCC(C(=O)N3CC(C)OC(C)C3)CC2)cc1 (stereo not given)	.	3%	22%	8%	3%	4
CN1CCC(N(C)C(=O)c2cc(S(=O)(=O)N(C)c3ccccc3)ccc2Cl)CC1	.	.	10%	.	3%	-10
CCc1ccc(C(=O)c2cn(CC(=O)Nc3cc(OC)ccc3OC)c3ccc(C)cc3c2=O)cc1	.	?	.	-3%	.	3
CCN1CCC(O)(C(C(=O)OC)c2ccccc2)CC1 (stereo not given)	.	.	-3%	.	63%[activator]	-34
NC(=O)c1ccsc1NC(=O)c1coc2ccccc2c1=O	1%	-1%	-18%	11%	14%	14
Cc1ccc(S(=O)(=O)N2CCC(C(=O)Nc3ccc(Oc4ccccc4)cc3)CC2)cc1	.	-1%	.	1%	.	-33
COc1ccc(/C=N/NC(=S)NC2CCS(=O)(=O)C2)cc1OC (stereo not given)	-23%	-21%	4%	-23%	31%[activator]	31
O=C(Nc1ccccc1)C(=O)Nc1ccccn1	5%	-2%	-1%	9%	-1%	114
COc1ccccc1CNC(=O)CSc1ccc(-c2cccs2)nn1	2%	-5%	24%	-10%	12%	?
CNC(=O)C1CCC(Cn2c(=O)c3sccc3n(CC(=O)NCc3cccc(OC)c3)c2=O)CC1 (stereo not given)	.	-7%	.	0%	.	32
CCc1cc2c(nc1CC)CCN(CC/C(C)=N/OC[C@H]1O[C@H](c3ccccc3)C=C[C@@H]1Oc1ccc(OC)cc1)C2	-3%[12.9 µM]	?	-15%[8.37 µM]	-14%	.	.
COc1ccc(-n2c3c(cc(-c4nc(-c5ccc(Cl)cc5)cs4)c2=O)C(=O)CC(C)(C)C3)cc1Cl	.	27%	.	4%	.	4
COc1ccc(CNCC(=O)N2CCC3(CC2)OCCO3)cc1	-2%	?	17%	-19%	-4%	25
COc1ccc(NC(=O)/C(C#N)=C/c2ccc3c(c2)n(C)c(=O)n3C)cc1	-1%	-11%	12%	-4%	-5%[11.6 µM]	-29
O=c1[nH]c(CSc2nc3ccccc3s2)nc2cc(Cl)ccc12	-4%	6%	.	-36%	.	43
S=C(Nc1ccccc1)N1CCN(C/C=C/c2ccccc2)CC1	1%	5%	?	17%	-18%	-19
CCCC1OC(c2ccco2)OCC1CC (stereo not given)	.	.	4%	.	12%	-26
CC1CN(C(=O)c2ccc(S(=O)(=O)Nc3ccccc3F)cc2)CC(C)O1 (stereo not given)	.	-10%	7%	-2%	-7%	-22
O=C1CCN(S(=O)(=O)c2ccccc2)CCN1CCOCc1ccc(Cl)cc1	10%	1%	-20%	2%	-4%	-9
CN(CCc1ccccn1)C(=O)c1cccnc1Oc1ccc(Cl)cc1	1%	3%	16%	7%	0%	-30
O=C(Nc1ccccc1)N1CCCC(c2nc(-c3ccc(F)cc3)no2)C1 (stereo not given)	.	-4%	?	4%	3%	-9
COc1cc(NC(=O)c2cccc(F)c2)cc(OC)c1OC	2%	3%	-8%	.	5%	24
N#Cc1nc(/C=C/c2ccc(F)cc2)oc1NCc1ccc(F)cc1	.	-3%	.	1%	.	-14
CC(=O)N1c2ccccc2-c2nc3ccccc3n2C1C (stereo not given)	10%	?	-1%	-1%	-16%	-24
Cc1cccc(Cn2c(SCC(=O)Nc3ccccc3)nc3c2c(=O)[nH]c(=O)n3C)c1	0%	?	25µM*	-2%	2%	23
Cc1ccc(CNC(=O)CCC2CCCN(C(=O)CCC(F)(F)F)C2)o1 (stereo not given)	0%	6%	5%	13µM*	-5%	-3
Cc1c(C(=O)N2CCc3ccccc3C2)sc2nc(-c3ccccc3)cn12	-4%	6%	?	-3%	-18%	-15
C=CCn1c2[n+](c3ccccc3c1=O)CCCCC2	-1%	?	11%	-15%	-1%	55
O=C(CN1C(=O)S/C(=C\c2cc(Cl)c(O)c(Cl)c2)C1=O)Nc1ccccc1	-12%	-12%	12%	0%	-4%	-30

Given in markdown: entries from further up.
| compound | Giardia FBPA inh | AmpC inh detg | HCV inh | Sm TGR inh | AMA1 RON2 block | HCMV inh |
| --- | --- | --- | --- | --- | --- | --- |
| O=C1CCN(S(=O)(=O)c2ccccc2)CCN1CCOCc1ccc(Cl)cc1 | 10% | 1% | -20% | 2% | -4% | -9 |
| Cc1cccc(Cn2c(SCC(=O)Nc3ccccc3)nc3c2c(=O)[nH]c(=O)n3C)c1 | 0% | ? | 25µM* | -2% | 2% | 23 |

The listing picks up with the two entries that preceded the break.
SMILES	Giardia FBPA inh	AmpC inh detg	HCV inh	Sm TGR inh	AMA1 RON2 block	HCMV inh
C=CCn1c2[n+](c3ccccc3c1=O)CCCCC2	-1%	?	11%	-15%	-1%	55
O=C(CN1C(=O)S/C(=C\c2cc(Cl)c(O)c(Cl)c2)C1=O)Nc1ccccc1	-12%	-12%	12%	0%	-4%	-30
CCOc1ccccc1NC(=O)CSc1nc(-c2cccs2)cc(C(F)(F)F)n1	.	-2%	.	1%	.	-2
CCOC(=O)C(O)(c1ccc(NC(=O)c2ccco2)c(OC)c1)C(F)(F)F (stereo not given)	-8%	-1%	?	11%	0%	8
Cc1ccc(/C=C2\SC(=S)N(C3CCS(=O)(=O)C3)C2=O)cc1 (stereo not given)	-5%	?	12%	4%	-32%	-14
CCOc1ccccc1NC(=O)N1CCC(C(=O)c2ccc(F)cc2)CC1	0%	4%	-27%	-15%	0%	-39
CC(OC(=O)c1cccc(-n2cnnn2)c1)C(=O)Nc1ccc(N(C)C)cc1 (stereo not given)	.	-21%	12%	-7%	-4%	-6
CNS(=O)(=O)c1ccc2nc(NC(=O)c3ccc(N4C(=O)CCC4=O)cc3)sc2c1	-14%	1%	-10%	3%	-3%	-22
COc1ccc(CNC(=O)COC(=O)CC2CCCC2)cc1	-7%	-13%	21%	-7%	-15%	4
NC(=O)c1cccc(CC(=O)c2ccccc2)c1	2%	6%	6%	8%	5%	54
CCN(CC)S(=O)(=O)c1ccc(Cl)c(C(=O)NC2CCN(Cc3ccccc3)CC2)c1	2%	1%	?	0%	-11%	-40
Cc1ccc(C(=O)CN(C(=O)c2ccc(Cl)c(Cl)c2)N2C(=O)C3CCCCC3C2=O)cc1C (stereo not given)	-3%	-9%	10%	-30%	-6%	-17
CC(=O)Nc1sc(N/N=C\c2ccco2)nc1-c1cccs1	-29%	3%	-18%	?	7%	-16
CCCc1ccccc1OCCNC(C)=O	-1%	2%	-7%	5%	-2%	32

Full records, quoted from the list.
`CC(OC(=O)c1cccc(-n2cnnn2)c1)C(=O)Nc1ccc(N(C)C)cc1` (stereo not given) across the screens: Giardia FBPA inh: .; AmpC inh detg: -21%; HCV inh: 12%; Sm TGR inh: -7%; AMA1 RON2 block: -4%; HCMV inh: -6
`CNS(=O)(=O)c1ccc2nc(NC(=O)c3ccc(N4C(=O)CCC4=O)cc3)sc2c1` across the screens: Giardia FBPA inh: -14%; AmpC inh detg: 1%; HCV inh: -10%; Sm TGR inh: 3%; AMA1 RON2 block: -3%; HCMV inh: -22

(further entries)
SMILES	Giardia FBPA inh	AmpC inh detg	HCV inh	Sm TGR inh	AMA1 RON2 block	HCMV inh
O=C(Nc1ccc(Cl)cn1)c1cccnc1	0%	?	-17%	-9%	6%	69
Cc1cccc(NC(=O)CSc2nc(=O)n(CCCN3CCOCC3)c3c2CCCC3)c1	.	?	10%	-1%	16%	-37
Cc1ccc(C(=O)C(C)OC(=O)CNS(=O)(=O)c2ccc(C)cc2)cc1 (stereo not given)	.	8%	10%	7%	10%	-12
O=C(NCc1ccccc1)c1ccc(CS(=O)(=O)c2ccccc2)o1	-1%	-4%	20%	-10%	22%	-6
O=C(NC(Cc1ccccc1)C(=O)Oc1ccc2c(C(F)(F)F)cc(=O)oc2c1)OCc1ccccc1 (stereo not given)	15%	-8%	13%	-8%	0%	.
C1=CCC(CN2CCNCC2)CC1 (stereo not given)	-1%	2%	18%	3%	-11%	-32
COc1ccccc1NC(=O)CN1C(=O)c2ccccc2Sc2ccc(C(=O)N3CCCC3)cc21	.	3%	.	3%	.	14
CC(=O)Nc1ccc(NC(=O)c2ccccc2CC[N+](=O)[O-])cc1	6%	-4%	-9%	2%	-3%	100
COc1ccc(CC(=O)OCC(=O)Nc2ncc(Cl)cc2Cl)cc1OC	7%	2%	16%	-7%	5%	65
CCOC(=O)N1CCc2c(sc3c2c(=O)n(Cc2ccccc2)c(=O)n3CC(=O)Nc2c(C)cccc2C)C1	.	-7%	.	-9%	.	-32
CC(C)c1nnc(NC(=O)C2CCCN2C(=O)Nc2cccc(Cl)c2)s1 (stereo not given)	12%	-3%	16%	-7%	2%	-1
COc1ccc(C(=O)NC(=S)N(C)Cc2ccccc2)cc1Br	0%	-5%	14%	.	25%	-22
